Assay outcomes deposited in PubChem BioAssay by National Center for Advancing Translational Sciences (NCATS).
HEK293 tox = kills HEK 293 cells; AID 1345083; HEK 293 viability, ATP luminescence (CellTiter-Glo), 48-72 h; Potency, µM (titrated, usually from 115 µM), without a hit: at the highest dose activity change, negative = cytotoxicity, most hits filed as inhibitors; 94,000 tested, 6.6% active; note: potency is the fitted concentration of half-maximal effect; nearly all actives have a fitted effect of over 60% in size
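ATP-coupled CellTiter-Glo luminescence served as viability read-out, recorded 10 min after reagent addition at room temperature. HEK 293 cells, 250 cells/well, had been incubated with pintool-transferred compound for 48 or 72 hr at 37 degree Celsius.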
SNCA expr inh = reduces expression of the alpha-synuclein gene | HEK-293 SNCA-luciferase knock-in, luminescence, 24 h | Potency, µM (highest dose often 57.2 µM), inactives show at the top dose activity change, negative = inhibition, usual class: inhibitors | 140,000 tested, 0.17% active | AID 1671194;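 note: potency is the fitted concentration of half-maximal effect; plate controls were DMSO cells for no effect and cell-free wells for full effect; nearly all actives have a fitted effect of over 45% in size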
HEK293 viab = reduces viability of HEK-293 SNCA reporter cells. HEK-293-SNCA-luc viability, GF-AFC fluorescence, 24 h. Potency, µM (top dose mostly 57.1 µM), for the others: at the top dose activity change, negative = cytotoxicity, actives largely listed as cytotoxic. 150,000 tested, 0.12% active;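 note: potency is the fitted concentration of half-maximal effect; 0% = DMSO-treated cells and -100% = medium-only wells without cells; nearly all actives have a fitted effect of over 30% in size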
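Cytotoxicity counterscreen: after 24 h compound treatment of genome-edited SNCA-luciferase HEK-293 cells, live-cell protease substrate GF-AFC read by fluorescence after 30 min; activity scaled between DMSO (0%) and medium-only (-100%), curves Hill-fitted.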
IP6K1 inh = blocks human inositol hexakisphosphate kinase 1; IP6K1 kinase, ADP-Glo luminescence, 2 h; hits give low values; 140,000 tested, 0.81% active; Q92551; activity change, % (series mostly up to about 58 µM); in the data active = activity change below about -25%
Target sequence (Q92551 whole entry, looked up): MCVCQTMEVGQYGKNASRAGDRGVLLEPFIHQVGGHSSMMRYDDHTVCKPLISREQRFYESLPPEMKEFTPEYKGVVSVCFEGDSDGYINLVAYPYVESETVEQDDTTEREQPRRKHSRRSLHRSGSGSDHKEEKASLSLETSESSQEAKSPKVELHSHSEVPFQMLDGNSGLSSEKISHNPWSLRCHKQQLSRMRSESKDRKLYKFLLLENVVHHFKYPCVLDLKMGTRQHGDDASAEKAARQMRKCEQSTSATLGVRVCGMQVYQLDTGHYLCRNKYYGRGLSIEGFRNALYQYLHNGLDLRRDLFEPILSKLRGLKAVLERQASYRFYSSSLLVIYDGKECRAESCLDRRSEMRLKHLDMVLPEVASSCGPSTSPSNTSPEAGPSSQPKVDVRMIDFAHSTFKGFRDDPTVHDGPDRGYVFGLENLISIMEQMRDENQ
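ADP-Glo luminescence measures ADP made by human IP6K1 during a 2 h RT reaction with ATP/IP6 (mix at 1.3 mM/130 uM); top library doses 57.5 and 19.1 uM final.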
GPT2 inhibitor = inhibitors of human GPT2 alanine aminotransferase; Q8TD30; AID 1671188; Potency, µM (doses to about 57.7 µM), inactives show at the highest dose activity change, negative = inhibition, usual class: inhibitors; Recombinant GPT2, coupled pyruvate oxidase/HRP Amplex Red fluorescence; 100,000 tested, 0.25% active; note: potency is the fitted concentration of half-maximal effect; nearly all actives have a fitted effect of over 60% in size; many of its hits are not listed in these tables
Target sequence (Q8TD30 whole entry, looked up): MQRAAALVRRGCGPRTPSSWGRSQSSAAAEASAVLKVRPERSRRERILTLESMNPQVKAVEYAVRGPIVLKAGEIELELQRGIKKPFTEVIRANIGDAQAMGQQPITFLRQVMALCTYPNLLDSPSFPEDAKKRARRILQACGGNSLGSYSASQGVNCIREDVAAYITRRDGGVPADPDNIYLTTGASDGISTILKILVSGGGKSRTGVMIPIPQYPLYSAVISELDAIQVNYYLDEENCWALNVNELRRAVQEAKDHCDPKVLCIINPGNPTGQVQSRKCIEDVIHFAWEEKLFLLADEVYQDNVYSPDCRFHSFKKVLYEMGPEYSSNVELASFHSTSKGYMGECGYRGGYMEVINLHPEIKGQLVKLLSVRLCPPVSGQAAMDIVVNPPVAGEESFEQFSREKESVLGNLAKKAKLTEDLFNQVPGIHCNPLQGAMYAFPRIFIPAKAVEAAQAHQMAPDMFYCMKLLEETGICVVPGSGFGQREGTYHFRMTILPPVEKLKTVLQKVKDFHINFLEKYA
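Recombinant GPT2 (10ng/uL) with 250uM a-KG and 2mM L-alanine, 30 min at room temperature, in HEPES pH 7.5 buffer. Pyruvate detected by pyruvate oxidase/HRP/Amplex Red fluorescence after 30 min in the dark; AOA (50uM) as positive control.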
FLuc inh = inhibitors of firefly (Photinus pyralis) luciferase. 76,000 tested, 2.5% active. purified P. pyralis luciferase, luminescence, biochemical. P08659. Potency, µM (highest dose often 115 µM), inactives show top-dose activity change, negative = inhibition, usual class: inhibitors; note: potency is the fitted concentration of half-maximal effect; nearly all actives have a fitted effect of over 65% in size
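Biochemical qHTS: compound (6-point titration) added to 10uM D-luciferin plus 10uM ATP in Tris acetate pH 7.5 buffer with Mg, Tween-20 and BSA, then purified enzyme at 10nM; light output imaged.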
3T3 cytotox = cytotoxic compounds in NIH 3T3 cells; NIH 3T3 viability, CellTiter-Glo ATP luminescence, 48-72 h; Potency, µM (top dose mostly 96.7 µM), without a hit: at the top dose activity change, negative = cytotoxicity, usual class: inhibitors; 94,000 tested, 4.3% active; AID 1345082; note: potency is the fitted concentration of half-maximal effect; nearly all actives have a fitted effect of over 55% in size
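Luminescent ATP readout (CellTiter-Glo, 10 min RT) after 48 or 72 hr compound exposure of NIH 3T3 cells seeded at 400 cells/well in 1536-well format; quantitative HTS.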
The depositor's hits bear a star; i = inactive; ? = inconclusive; . = no result given; & = joins results of further samples; [ ] = dose if it differs, or a comment. Unless noted, calls come from the whole dose curve; as a rule, active = well fitted curve in the direction sought with a large enough effect; inconclusive = small, poorly fitted or top-dose-only effect, or another doubt; inactive = no such curve, though single readings can be large; an effect the other way counts as inactive or inconclusive. Unless noted, % is set by controls: 0 for no effect and ±100 for the full control effect. This is a subset, so the mix of outcomes need not match the whole.

nr	structure	HEK293 tox	SNCA expr inh	HEK293 viab	IP6K1 inh
1	O=S(=O)(c1ccc2nc(Nc3ccc(Br)cc3F)ccc2c1)N1CCCC1	.	-1.2%	-10.0%	0.4
2	NC(=O)Cn1ccc2cc(OCC3CCN(C(=O)CCc4ccccc4)CC3)cnc21	?	-15.4%[87.6 µM]	-9.6%[87.6 µM]	-8.6
3	O=C1COCCN1C1CCN(Cc2cccnc2)CC1	i	?	2.6%&0.7%[87.6 µM]	-5.0&-7.5
4	COc1cc2c(Nc3ccc(Cl)c(Cl)c3F)ncnc2cc1OCC1C[C@@H]2CN(C)C[C@@H]2C1 (stereo partly drawn)	.	-24.1%	?	-20.2
5	O=C(Nc1ccccc1)NC1CCCN(CCn2nc3n(c2=O)CCCC3)C1 (stereo not drawn)	-0.2%	.	.	25.1
6	CC(C)N1CCN(C(=O)c2ccc(N3CC4CC(C3)[C@H]3CCCC(=O)N3C4)nc2)CC1 (stereo partly drawn)	0.0%	3.1%	6.4%	0.6
7	CC(=O)NC1(C)CCCN(Cc2cccc(-c3cccc(F)c3)c2)C1 (stereo not drawn)	?	3.6%[87.6 µM]	-10.8%[87.6 µM]	20.4
8	O=C(c1ccoc1)N1CCC(c2n[nH]c(=O)n2-c2ccccc2)CC1	1.9%	-4.6%	5.9%	10.9

nr	GPT2 inhibitor	FLuc inh	3T3 cytotox
1	.	.	.
2	-37.5%[88.5 µM]	2.9%[172 µM]	?
3	i	.	-1.2%[138 µM]
4	-7.9%	.	.
5	.	.	-19.4%
6	0.1%	8.6%	-1.9%
7	1.7%[88.5 µM]	0.3%[172 µM]	?
8	i	12.4%	-6.2%

Going on with the list:
nr	structure	HEK293 tox	SNCA expr inh	HEK293 viab	IP6K1 inh
9	CS(=O)(=O)N1CCc2cc(C(=O)N3CCN(c4ccc(F)cc4)CC3)ccc21	.	42.5%[activator]	7.2%	17.3
10	CCOc1cc(C(=O)N2CCC(c3ccncc3)CC2)cc(OCC)c1OCC	.	7.9%	11.3%	2.5
11	COc1ccc(CN2CCCN(CC(=O)Nc3ccc(Br)cc3F)S2(=O)=O)cc1	.	2.4%	1.0%	15.7
12	CCOC(=O)[C@@H]1CN(C(=O)Cc2ccc(OC)cc2)[C@H]2c3ccc(OC)cc3O[C@@H]12	?	.	.	18.7
13	CN(C)Cc1cn2c(=O)n(C)cc(-c3ccc(F)c(Cl)c3)c2n1	?	1.1%[87.6 µM]	-8.1%[87.6 µM]	-7.7
14	CCOc1ccccc1CNC(=O)c1cc2n(n1)CC(c1ccc(Cl)cc1)OC2 (stereo not drawn)	25.1µM*	?	?	-13.5
15	CO[C@@H]1COCC[C@H]1NC(=O)c1cccc(Oc2ccccc2)c1	-24.1%	?	12.5%	-13.1
16	Cc1ccc(CNC(=O)[C@H]2CCC[C@H]2NC(=O)c2ccncc2)cc1	i	8.8%	9.9%	7.1

nr	GPT2 inhibitor	FLuc inh	3T3 cytotox
9	.	.	.
10	.	.	.
11	.	.	.
12	.	.	?
13	?	-14.5%[172 µM]	?
14	-1.6%	-18.9%	?
15	i	-6.1%	-19.0%
16	3.4%	-10.3%	i

Continued:
nr	structure	HEK293 tox	SNCA expr inh	HEK293 viab	IP6K1 inh
17	O=C(CCc1ccc2c(c1)CN(C(=O)c1cccs1)CCO2)NCC1CC1	-15.2%	12.6%	4.8%	-5.9
18	CC(=O)N1c2c(cc(Br)cc2S(=O)(=O)Nc2ccc(OC(F)(F)F)cc2)CC1C (stereo not drawn)	.	?	17.1%	-3.5
19	Cc1cccc(N2CCN(C(=O)c3ccc4c(c3)N(Cc3cccc(Cl)c3)C(=O)c3ccccc3S4=O)CC2)c1C (stereo not drawn)	.	-14.3%	-21.8%	19.6
20	Cc1ccc(NC2=N[C@H]3[C@@H](O)[C@H](O)C[C@H](C(=O)NCc4cccnc4)[C@H]3S2)cc1	-5.7%[172 µM]	-12.4%[87.6 µM]	0.8%[87.6 µM]	7.8
21	COc1ccc(-c2nc(C3CN(C(=O)Nc4cccc(F)c4)C3)no2)cc1	-19.2%	-3.3%	-2.7%	24.2
22	CCO[C@H]1CN(C(=O)c2ccc(NS(=O)(=O)CC)cc2)C[C@@H]1O	-0.2%	-18.6%	2.3%	-4.7
23	COc1ccc(C(=O)NC2CCN(c3cc(-c4ccc(Cl)cc4)[nH]n3)C2)c(OC)c1 (stereo not drawn)	44.7µM*	-19.2%	?	0.0
24	Cc1cc(C)c2oc(-c3cccc(NC(=O)COc4ccc([N+](=O)[O-])cc4)c3)nc2c1	.	13.9%	-3.2%	-0.8

nr	GPT2 inhibitor	FLuc inh	3T3 cytotox
17	4.3%	.	-25.0%
18	.	.	.
19	.	.	.
20	-1.7%[88.5 µM]	?	-0.8%[174 µM]
21	i	-8.9%	-7.6%
22	-1.0%[11.5 µM]	4.9%	-3.2%
23	?	-19.8%	35.5µM*
24	.	.	.

The list continues.
nr	structure	HEK293 tox	SNCA expr inh	HEK293 viab	IP6K1 inh
25	Cc1ccc(Cn2c(C3CCN(C(=O)COc4cccc(C)c4)CC3)n[nH]c2=O)cc1	0.1%	6.4%	6.6%	-19.8
26	CCc1ccc(NS(=O)(=O)c2ccc3[nH]c4c(c3c2)CCCCCC4)cc1	.	19.2%	-7.7%	-1.9
27	Cc1nn(CC(=O)N[C@H](C)c2ccccc2)c(=O)n1-c1ccc2c(c1)OCO2	i	-23.1%	-5.2%	-5.4
28	Cc1nn(C)c(=O)n1C1CCN(C(=O)Nc2ccc3c(c2)OCCO3)CC1	i	46.3%[activator]	1.2%	14.8
29	Cc1ccsc1CN1CCC2(Cc3ccccc3CNC2=O)C1 (stereo not drawn)	-22.0%	4.0%	-9.1%	-9.4
30	Cc1ccc2occ(-c3cc(-c4ccc(F)cc4)nc4c3COc3ccc(F)cc3-4)c(=O)c2c1	.	-21.0%	4.5%	0.7
31	O=C(Cn1c(=O)oc2ccccc21)Nc1ccc(C(=O)O)cc1	.	7.5%	6.1%	-2.0
32	COc1ccc(-c2ccccc2C(=O)N2CCC(NC(=O)Cc3cccc(Cl)c3)CC2)nn1	i	.	.	3.3

nr	GPT2 inhibitor	FLuc inh	3T3 cytotox
25	-15.9%	3.2%	-29.5%
26	.	.	.
27	-6.1%[11.5 µM]	5.6%	i
28	2.0%	.	-0.5%
29	2.1%	.	i
30	.	.	.
31	.	.	.
32	.	.	-8.3%

New compounds follow:
nr	structure	HEK293 tox	SNCA expr inh	HEK293 viab	IP6K1 inh
33	CCOCCc1nn2c(=O)cc(COC(=O)c3ccc(NC(=O)C(C)(C)C)cc3)nc2s1	.	-2.8%	-2.0%	0.2
34	Cc1ccc(C)c(CN2CCCN(Cc3ccccc3C)S2(=O)=O)c1	.	-16.6%	-11.6%	-8.3
35	Cc1cnc(-c2ccccc2)n1CCN	-26.7%	-14.2%	2.5%	0.0
36	CN1CCCCCCN(CC2CCCCC2)[C@H]2CCC[C@H]2C1=O	?	0.9%	-20.9%	13.4
37	COc1cccc(-c2cc(C(=O)N3CCC(Cc4ccccc4)CC3)c3cnn(C)c3n2)c1	44.7µM*	.	.	-9.1
38	CN1CCN(c2nc3c(S(=O)(=O)c4ccc(Br)cc4)nnn3c3ccsc23)CC1	.	20.5%	3.7%	18.1
39	COc1cccc(CNC(=O)c2c[nH]c3ncccc23)c1	-15.3%[172 µM]	17.8%[87.6 µM]	4.9%[87.6 µM]	4.3
40	CC(C)CNC(=O)C1c2ccccc2C(=O)N(C2CCCC2)C12CCCC2 (stereo not drawn)	?	?	-29.7%	11.4

nr	GPT2 inhibitor	FLuc inh	3T3 cytotox
33	.	.	.
34	.	.	.
35	-10.6%	1.2%	-13.8%
36	i	4.5%	?
37	.	.	?
38	.	.	.
39	i	39.8µM*	?
40	4.1%	-4.6%	-13.2%

A draw from above in order of count of non-hydrogen atoms, ascending.
nr	structure	HEK293 tox	SNCA expr inh	HEK293 viab	IP6K1 inh
36	CN1CCCCCCN(CC2CCCCC2)[C@H]2CCC[C@H]2C1=O	?	0.9%	-20.9%	13.4
34	Cc1ccc(C)c(CN2CCCN(Cc3ccccc3C)S2(=O)=O)c1	.	-16.6%	-11.6%	-8.3
37	COc1cccc(-c2cc(C(=O)N3CCC(Cc4ccccc4)CC3)c3cnn(C)c3n2)c1	44.7µM*	.	.	-9.1

nr	GPT2 inhibitor	FLuc inh	3T3 cytotox
36	i	4.5%	?
34	.	.	.
37	.	.	?

Continuation.
nr	structure	HEK293 tox	SNCA expr inh	HEK293 viab	IP6K1 inh
41	COc1cccc(CNC(=O)[C@@H]2C[C@@H](O)CN2C2CCN(C(=O)c3ccco3)CC2)c1	0.8%	-29.8%	-11.6%	-3.6
42	CCc1ccc(S(=O)(=O)NCc2cccn2Cc2cccc(C)c2)cc1	.	?	-23.9%	19.6
43	COCC1CN(C2CCC2)CC12CCN(C(=O)c1nccc3ccccc13)CC2 (stereo not drawn)	?	7.8%	-11.1%	22.8
44	COC(=O)c1ccc(NC(=O)Cn2c(C)cc3nc4n(c(=O)c32)CCC4)cc1	0.3%	19.5%	2.6%	-20.0
45	O=C1NCCCCCCN(C(=O)c2cccs2)[C@H]2CCC[C@@H]12	4.6%	-26.0%	0.3%	1.9
46	COc1ccc(Cl)cc1NC(=O)Cn1c(N(C)Cc2ccccc2)nc(C)cc1=O	?	?	-4.3%	17.7
47	CC1=C(C(=O)OCC2CCCCC2)C(c2cccc(F)c2F)CC(=O)N1 (stereo not drawn)	.	15.5%	6.0%	7.6
48	O=C(Nc1cccc(Cl)c1Cl)c1cc2nc(-c3ccc(Cl)cc3)cc(C(F)(F)F)n2n1	.	23.3%	0.7%	22.3

nr	GPT2 inhibitor	FLuc inh	3T3 cytotox
41	-10.9%	0.0%	-10.7%
42	.	.	.
43	i	8.6%	-22.2%
44	i	2.0%	-18.1%
45	-0.5%	-2.9%	i
46	-13.2%	1.0%	?
47	.	.	.
48	.	.	.

Compound profiles, as listed above:
Entry for COCC1CN(C2CCC2)CC12CCN(C(=O)c1nccc3ccccc13)CC2 (stereo not drawn) → HEK293 tox = ?; SNCA expr inh = 7.8%; HEK293 viab = -11.1%; IP6K1 inh = 22.8; GPT2 inhibitor = i; FLuc inh = 8.6%; 3T3 cytotox = -22.2%
Entry for O=C(Nc1cccc(Cl)c1Cl)c1cc2nc(-c3ccc(Cl)cc3)cc(C(F)(F)F)n2n1 → HEK293 tox = .; SNCA expr inh = 23.3%; HEK293 viab = 0.7%; IP6K1 inh = 22.3; GPT2 inhibitor = .; FLuc inh = .; 3T3 cytotox = .
